MT stabilize HCS: microtubule stabilizers in HeLa cells, primary screen, imaging, high-content imaging; 200,000 compounds, 0.83% hits; % tubulin-high responders, % at 10 µM; HeLa tubulin immunostaining HCS, 24 h; share of cells brighter than vehicle mean+2SD; AID 2205, 2009;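 active means plate Z-score above 3 for both tubulin-high and condensed-nucleus cell shares, with cell loss under 80%, at 10 µM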;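 further: anti alpha tubulin signal scored within the nucleus-defined area of each cell; some results filed as inactive read as strong as hits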
WT yeast gro inh: growth inhibition of WT strain, primary screen, mitochondrial fusion inhibitor project, WT and mutant strains, chemical genetic; mitochondrial fusion phenotypic screen; inhibition, % at 10 µM; 190,000 compounds, 2.1% hits; in the data active means inhibition above about 58%; tested in S. cerevisiae
human PMI inhibition: inhibitors of human PMI, primary screen, biochemical, fluorescence intensity, coupled assay (AID 1209). inhibition, % at 20 µM, or IC50 in µM where a hit was titrated. Mannose-6-phosphate isomerase (Homo sapiens). purified PMI enzyme, coupled fluorescence intensity; higher % means a stronger effect. 190,000 compounds, 0.42% hits;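 further: plate controls were DMSO vehicle for no effect and wells lacking substrate for full effect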
Yfh1-depleted yeast: enhancers of respiration in Yfh1-depleted yeast, dose response, Friedreich's ataxia, plus single-dose screen (AID 1465). S. cerevisiae Yfh1-off respiration, WST-1 reduction, 72 h; higher fold induction means a stronger effect. fold induction at 50 µM, or EC50 in µM where a hit was titrated. 220,000 compounds, 0.074% hits;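 active means fold induction of absorbance versus untreated yeast above a set limit, then at least 30% activation at any dose in follow-up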;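 further: activators that raise dye reduction in frataxin-depleted yeast; strong numbers were not always called active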
Dynein cargo inh: inhibitors of GR-EGFP nuclear translocation, primary screen, dynein cargo transport inhibitor project, imaging, high-content, 3617.4 mouse cells; z-score, hits read low; test concentration mostly 20 µM; stimulated with dexamethasone, 1 µM; active compounds read low; 220,000 compounds, 0.47% hits;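 active means plate z-score of nuclear minus cytoplasmic receptor signal below a set negative limit, without overly bright fluorescence or cell loss, cut at about -3.5 in these data, passing the limit was not always enough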;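 further: z-score of nuclear minus cytoplasmic ring GR-EGFP intensity difference per well; some compounds called inactive have numbers as strong as hits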
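Also added – dexamethasone, 1.0 µM final · Buffer or medium – tet-free, stripped-serum medium · Schedule – induction 48 h, compound 1 h, agonist 30 min · Detection – formaldehyde fixation, Hoechst nuclear stain, 10x automated fluorescence imaging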
b-catenin transl: modulators of beta-catenin nuclear translocation, primary screen, imaging, HeLa cells, immunofluorescence, high-content; nuclear translocation activity, % at 5 µM; 190,000 compounds, 0.3% hits; AID 1665, 2009;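 active means nuclear translocation activity above 50% at 5 µM, with a well cell count of 50 or more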;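 further: per-cell ratio of nuclear to cytoplasmic median beta-catenin stain intensity; plate controls were DMSO negative control for no effect and GSK-3 inhibitor IX positive control for full effect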
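test system = HeLa cells, endogenous beta-catenin | dosing = single 5 µM dose plus 0.02–20 µM confirmation series | times = compound treatment 24 h, 37°C, 5% CO2 | technique = beta-catenin immunofluorescence imaging with DAPI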
Autophagy mod: autophagy modulators in MEF cells, primary screen, imaging, high-content, MEF GFP-LC3; MEF GFP-LC3 puncta imaging; test concentration mostly 10 µM; calls only at 10 µM (by protocol); 190,000 compounds, 0.98% hits;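 active means percentage of spot-positive cells more than 3 SD above its plate mean, without a fluorescence outlier flag or 80% toxicity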;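 further: spot-positive cell cutoff set from DMSO-treated cells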
Ins promoter up: insulin promoter activators in MIN6 cells, imaging, high-content screening, mouse beta cells. AID 1625, 2009. z-score at 5 µM. 190,000 compounds, 0.3% hits. MIN6 insulin promoter-GFP reporter; active compounds read high;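 active means z-score above 3 at 5 µM with at least 500 cells counted in the well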
human PMI inhibitors: human PMI inhibitors, high substrate, primary screen, biochemical, fluorescence intensity, high mannose 6-phosphate (AID 1220). Mannose-6-phosphate isomerase (Homo sapiens). recombinant PMI enzyme, coupled fluorescence intensity; higher % means a stronger effect. one-dose inhibition, % at 20 µM; IC50 in µM for titrated hits. 190,000 compounds, 0.66% hits
WT yeast gro inh mutant strain: recorded beside WT yeast gro inh, whose call it bears; inhibition, %; mitochondrial fusion phenotypic screen, mutant strain inhibition
Dynein cargo inh cytoplasmic EGFP: recorded beside Dynein cargo inh, whose call it bears; z-score; measured here: cytoplasmic GR-EGFP intensity; active compounds read high
Dynein cargo inh nuclear GR-EGFP: second read-out of Dynein cargo inh, no call of its own (marks repeat the call); z-score; measured here: nuclear GR-EGFP intensity;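 lower value marks the stronger effect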
Dynein cargo inh cell count: further read-out of Dynein cargo inh, marked with its call; z-score; measured here: cell count per field
Ins promoter up cell count: also measured in Ins promoter up; calls as there; cell count; measured here: cytotoxicity, nuclei count;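 total cells summed across four imaged fields per well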
b-catenin transl cell count 5 µM: also measured in b-catenin transl; calls as there; cell count; measured here: cell count, cytotoxicity flag
MT stabilize HCS Hoechst-high %: further read-out of MT stabilize HCS, marked with its call; % Hoechst-high responders; measured here: nuclear condensation Hoechst responders;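 share of cells brighter than vehicle mean plus two SD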
MT stabilize HCS cytotoxicity %: also measured in MT stabilize HCS; calls as there; toxicity, %; measured here: cytotoxicity by cell density;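 0% = mean cell density of plate MIN control wells and 100% = no cells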
Autophagy mod cell loss 18 h: also measured in Autophagy mod; calls as there; toxicity, %; measured here: cell loss, nuclei count;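 cell loss after 18 h compound exposure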
An asterisk follows results filed as active; i = inactive; x = no result given. Unless noted, no stated cut-off is given here; in the data, active means inhibition above about 50%; inactive means the rest.

SMILES | MT stabilize HCS | MT stabilize HCS Hoechst-high % | MT stabilize HCS cytotoxicity % | WT yeast gro inh | WT yeast gro inh mutant strain | human PMI inhibition | Yfh1-depleted yeast | Dynein cargo inh | Dynein cargo inh cytoplasmic EGFP | Dynein cargo inh nuclear GR-EGFP | Dynein cargo inh cell count | b-catenin transl | b-catenin transl cell count 5 µM | Autophagy mod | Autophagy mod cell loss 18 h | Ins promoter up | Ins promoter up cell count | human PMI inhibitors
Cc1ccccc1Nc1nc(N)nc(-c2oc3ccccc3c2C)n1 | x | x | x | x | x | x | i | -0.28 | -0.22 | -0.19 | 0.64 | 0.1 | 1317 | x | x | -0.47 | 1322 | x
CCOc1ccc(NC(=S)Nc2ccc(OC(F)(F)F)cc2)cc1 | 0.9 | 1.4 | 6.1 | 8 | -10 | 7% | i | x | x | x | x | -1.7 | 1070 | i | -6 | 0 | 1270 | 4%
Cn1c(=O)c2c(nc(N3CCCCCC3)n2CC(O)COc2ccccc2)n(C)c1=O (stereo unspecified) | 2.4 | 2.8 | 1.0 | -9 | -5 | 1% | i | -0.29 | -0.22 | 0.023 | 0.011 | x | x | i | -6 | x | x | -4%
Cc1ccc2nc(C)cc(C(=O)N3CCCC(CO)(Cc4ccccc4C)C3)c2c1 (stereo unspecified) | 1.0 | 2.3 | 6.9 | 34 | 4 | 10% | i | 1 | 0.057 | 1.4 | -1.9 | -0.4 | 796 | i | -1 | -0.38 | 1521 | 4%
O=c1c2sccc2[nH]c(=S)n1-c1ccccc1 | x | x | x | x | x | x | i | 0.86 | -0.23 | 0.51 | -0.5 | -0.4 | 1379 | x | x | -0.42 | 1068 | x
CC1CC(Nc2ccccc2)c2ccccc2N1C(=O)c1cccnc1 (stereo unspecified) | 6.0 | 2.9 | 0.7 | 1 | 2 | 2% | i | -0.42 | -0.24 | -0.54 | 1.1 | 2.8 | 506 | i | 1 | x | x | 4%
c1ccc2c(-n3cccn3)cccc2c1 | 1.2 | 1.4 | 6.2 | -7 | -4 | -1% | i | -0.1 | -0.21 | -0.24 | 0.69 | -0.8 | 889 | i | 3 | 0.93 | 1324 | -1%
COc1ccc(-n2ccnc2SCC(=O)Nc2ccccc2)cc1 | 2.8 | 2.6 | 3.9 | 6 | 11 | 18% | i | -0.015 | -0.23 | -0.21 | -0.1 | -0.2 | 1436 | i | 30 | -0.25 | 1553 | 7%
CCOCC(=O)Nc1ccc([N+](=O)[O-])cc1C | 2.7 | 2.8 | 1.9 | 1 | -7 | -2% | i | 0.26 | 0.29 | 0.07 | -0.69 | 2.1 | 946 | i | -3 | 0.14 | 1572 | 3%
O=C(NC(=S)N1CCN(Cc2ccc3c(c2)OCO3)CC1)c1cccc(Br)c1 | 4.9 | 3.3 | 3.4 | 60* | 51* | 8% | i | -0.74 | -0.28 | -0.5 | 0.93 | -2.1 | 962 | i | -8 | x | x | -1%
CN(C)C1NC(=O)c2cc(-c3ccccc3)sc2N1 (stereo unspecified) | 1.8 | 3.6 | 15 | 7 | -10 | 8% | i | 1.7 | -0.41 | 0.65 | -0.76 | 0.6 | 834 | i | 7 | 2.5 | 1058 | 9%
CC1CN(CC(=O)Nc2cccc(C(=O)Nc3cccc(C(F)(F)F)c3)c2)CC(C)O1 (stereo unspecified) | 2.3 | 1.1 | 8.8 | -10 | -21 | 12% | x | 0.72 | -0.21 | 0.84 | -0.36 | -6.6 | 1223 | i | -6 | -0.32 | 876 | 8%
O=C(Cn1cc(C(F)(F)F)ccc1=O)Nc1cc(S(=O)(=O)N2CCOCC2)ccc1Cl | 3.7 | 3.2 | 5.6 | -4 | -15 | 6% | i | 0.49 | -0.27 | 0.13 | -0.2 | -1.6 | 916 | i | -9 | x | x | -6%
Cc1cccc(NC2=NC(=S)N(CC#N)C23CCCCC3)c1 | 2.7 | 1.6 | 3.8 | 3 | -3 | 7% | i | 1.2 | -0.21 | 0.61 | -0.022 | 1.8 | 983 | i | -1 | x | x | 8%
CC(C)(C)n1ncc2c(=O)n(CC(=O)NC3CCCCC3)cnc21 | 2.5 | 1.7 | 6.6 | -14 | -16 | 1% | i | -0.3 | -0.21 | 0.024 | 0.093 | -0.8 | 1378 | i | -8 | 0.48 | 1524 | -1%
CCN(CC)S(=O)(=O)c1cccc(-c2nnc(SCC(=O)NC3CCCC3)n2N)c1 | 1.7 | 1.2 | 7.2 | 2 | 2 | 8% | i | -0.16 | -0.078 | 0.036 | 0.72 | 3.6 | 1092 | i | -10 | 1.1 | 1250 | 0%
CCOC(=O)c1nc(C)n(-c2ccc(Cl)cc2)n1 | 3.1 | 1.9 | 4.9 | 10 | 15 | 3% | i | -0.77 | -0.21 | -0.69 | 0.86 | -2.9 | 1060 | i | 12 | 0.29 | 1963 | 3%
Cc1nc2ccccc2c(=O)n1N(c1ccccc1)c1ccccc1 | 6.5 | 3.7 | 2.5 | 17 | 21 | 2% | i | -0.25 | -0.31 | 0.16 | 0.06 | -1.0 | 1041 | i | 11 | -0.25 | 1585 | 4%
O=Cc1c(Cl)[nH]c(=O)n1-c1ccccc1 | 2.2 | 2.7 | 7.3 | 5 | 2 | -18% | i | -0.18 | -0.3 | -0.15 | 0.017 | 0.1 | 1120 | i | 4 | x | x | -18%
O=C(COC(=O)c1cc(S(=O)(=O)N2CCCCC2)ccc1N1CCOCC1)NC1CCS(=O)(=O)C1 (stereo unspecified) | 3.1 | 2.2 | 3.6 | -19 | 2 | -6% | i | -0.3 | -0.3 | 0.35 | 0.12 | -1.2 | 1066 | i | 7 | -0.13 | 1203 | -7%
O=C(CSc1ncnc2c1nnn2Cc1ccccc1F)N1CCN(c2ccccc2)CC1 | 2.0 | 3.0 | 1.6 | -21 | -31 | 8% | i | -3.2 | 0.069 | -1.3 | 0.023 | 2.3 | 461 | i | -2 | x | x | 14%
COc1ccc(O)c(/C=N/NC(=O)c2ccc(OCc3cccc(Br)c3)cc2)c1 | 1.5 | 1.2 | 6.8 | 17 | 4 | -10% | i | 0.66 | -0.19 | 0.9 | -0.11 | -0.3 | 1393 | i | 15 | -3.1 | 1225 | -2%
COc1ccc(-c2cn3cccnc3n2)cc1NC(=O)c1cc(OC)c(OC)c(OC)c1 | 3.4 | 2.6 | 1.0 | -12 | 5 | -34% | i | 2.8 | -0.31 | 1 | -1.3 | 0.7 | 1090 | i | -6 | -0.11 | 1156 | -16%
CCOc1ccc(Nc2nc(N)nc(CSC(=S)N3CCN(c4ccccc4)CC3)n2)cc1 | x | x | x | x | x | x | i | 0.68 | -0.27 | 1 | -0.38 | -0.5 | 1463 | x | x | -2.1 | 991 | x

Pulled one by one from the list above (2):
SMILES | MT stabilize HCS | MT stabilize HCS Hoechst-high % | MT stabilize HCS cytotoxicity % | WT yeast gro inh | WT yeast gro inh mutant strain | human PMI inhibition | Yfh1-depleted yeast | Dynein cargo inh | Dynein cargo inh cytoplasmic EGFP | Dynein cargo inh nuclear GR-EGFP | Dynein cargo inh cell count | b-catenin transl | b-catenin transl cell count 5 µM | Autophagy mod | Autophagy mod cell loss 18 h | Ins promoter up | Ins promoter up cell count | human PMI inhibitors
CCOC(=O)c1nc(C)n(-c2ccc(Cl)cc2)n1 | 3.1 | 1.9 | 4.9 | 10 | 15 | 3% | i | -0.77 | -0.21 | -0.69 | 0.86 | -2.9 | 1060 | i | 12 | 0.29 | 1963 | 3%
COc1ccc(O)c(/C=N/NC(=O)c2ccc(OCc3cccc(Br)c3)cc2)c1 | 1.5 | 1.2 | 6.8 | 17 | 4 | -10% | i | 0.66 | -0.19 | 0.9 | -0.11 | -0.3 | 1393 | i | 15 | -3.1 | 1225 | -2%

Continued:
SMILES | MT stabilize HCS | MT stabilize HCS Hoechst-high % | MT stabilize HCS cytotoxicity % | WT yeast gro inh | WT yeast gro inh mutant strain | human PMI inhibition | Yfh1-depleted yeast | Dynein cargo inh | Dynein cargo inh cytoplasmic EGFP | Dynein cargo inh nuclear GR-EGFP | Dynein cargo inh cell count | b-catenin transl | b-catenin transl cell count 5 µM | Autophagy mod | Autophagy mod cell loss 18 h | Ins promoter up | Ins promoter up cell count | human PMI inhibitors
CCOc1cc(/C=C2/C(=N)N3C=CSC3=NC2=O)ccc1OCCCOc1ccccc1C | 4.4 | 2.0 | 8.2 | -15 | -7 | -1% | i | -0.45 | -0.28 | -1.1 | 0.16 | 0.6 | 1345 | i | 3 | 1.3 | 1559 | -1%
Cc1cccc(/C=C2\CS/C(=C\c3cccc(C)c3)C2=O)c1 | 1.6 | 1.8 | 6.1 | 23 | 5 | 1% | i | -0.075 | -0.084 | 0.11 | -0.12 | 2.2 | 1136 | i | 3 | x | x | 1%
NC(=O)CSc1nnc(-c2cccs2)n1Cc1ccco1 | x | x | x | x | x | x | i | -0.38 | -0.23 | -0.23 | 0.22 | -0.1 | 1297 | x | x | -0.35 | 1050 | x
COc1ccc(NC(=O)c2ccc(OC(=S)N(C)c3ccc(OC)cc3)cc2)cc1 | 2.7 | 1.9 | 8.2 | -6 | -1 | 4% | i | -0.62 | -0.2 | 0.29 | 0.53 | -0.2 | 1279 | i | -23 | 0.31 | 1661 | 3%
COc1ccc(CCNC(=O)C2CCCN(Cc3nc(-c4cccc(Cl)c4)oc3C)C2)cc1OC (stereo unspecified) | 7.6 | 1.4 | 0.1 | -4 | 13 | 6% | i | 0.6 | -0.21 | 0.61 | -0.38 | x | x | i | 7 | x | x | 6%
CCN1C(=O)C(Cc2nc3ccccc3c(=O)n2-c2ccccc2)c2ccccc21 (stereo unspecified) | 0.9 | 1.1 | 0.2 | -10 | -23 | 9% | i | -0.36 | 0.034 | -0.18 | 0.18 | -0.9 | 1342 | i | -2 | 0.53 | 1488 | 4%

Bioassay records (PubChem BioAssay)
